Source: PubChem (National Center for Advancing Translational Sciences (NCATS))
Tb PGK inh = blocks T. brucei phosphoglycerate kinase; Potency, µM (highest dose often 57.5 µM), for the others: top-dose activity change, negative = inhibition, most hits filed as inhibitors; AID 602233; 380,000 compounds, 0.043% hits; P07378; PGK/GAPDH coupled, Kinase-Glo luminescence, 60 min; note: nearly all actives have a fitted effect of over 60% in size
Target sequence (P07378 whole entry, looked up): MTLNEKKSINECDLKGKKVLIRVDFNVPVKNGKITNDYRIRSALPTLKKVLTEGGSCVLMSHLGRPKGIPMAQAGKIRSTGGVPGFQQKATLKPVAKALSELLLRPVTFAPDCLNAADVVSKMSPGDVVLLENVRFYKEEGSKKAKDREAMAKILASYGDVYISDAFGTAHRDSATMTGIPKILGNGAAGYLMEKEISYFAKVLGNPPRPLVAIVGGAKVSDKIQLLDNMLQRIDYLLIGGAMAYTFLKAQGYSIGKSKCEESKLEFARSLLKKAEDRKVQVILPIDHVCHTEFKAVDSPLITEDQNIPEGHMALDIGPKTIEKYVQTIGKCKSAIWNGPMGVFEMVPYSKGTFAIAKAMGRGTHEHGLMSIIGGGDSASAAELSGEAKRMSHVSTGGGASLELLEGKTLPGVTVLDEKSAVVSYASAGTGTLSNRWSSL
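Recombinant glycosomal PGK reaction used 1,3-bisphosphoglycerate generated in-well by GAPDH (100nM final) in 100mM TEA pH 7.6, 5mM MgCl2, 0.01% Tween-20. After 60 minutes at room temperature, ATP was read by Kinase-Glo Plus luminescence end-point.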
GLS inhibitor = glutaminase GLS (human) inhibition | O94925 | GLS enzymatic activity, qHTS titration | Potency, µM (top dose mostly 45.5 µM), for the others: top-dose activity change, negative = inhibition, hits mostly inhibitors | 410,000 compounds, 0.21% hits | AID 624170
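Human kidney-isoform GLS in 45 mM KH2PO4 pH 8.2, 0.02% Tween-20, with compound, started with 1mM L-Glutamine (added stock). Glutamate oxidase/HRP/Amplex red coupled fluorescence read at start and after 30 min at RT.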
ALOX12 inh = blocks human arachidonate 12S-lipoxygenase; P18054; purified 12hLO, xylenol orange hydroperoxide absorbance; Potency, µM (highest dose often 108 µM), inactives show top-dose activity change, negative = inhibition, usual class: inhibitors; 580,000 compounds, 1.1% hits
Target sequence (P18054 whole entry, looked up): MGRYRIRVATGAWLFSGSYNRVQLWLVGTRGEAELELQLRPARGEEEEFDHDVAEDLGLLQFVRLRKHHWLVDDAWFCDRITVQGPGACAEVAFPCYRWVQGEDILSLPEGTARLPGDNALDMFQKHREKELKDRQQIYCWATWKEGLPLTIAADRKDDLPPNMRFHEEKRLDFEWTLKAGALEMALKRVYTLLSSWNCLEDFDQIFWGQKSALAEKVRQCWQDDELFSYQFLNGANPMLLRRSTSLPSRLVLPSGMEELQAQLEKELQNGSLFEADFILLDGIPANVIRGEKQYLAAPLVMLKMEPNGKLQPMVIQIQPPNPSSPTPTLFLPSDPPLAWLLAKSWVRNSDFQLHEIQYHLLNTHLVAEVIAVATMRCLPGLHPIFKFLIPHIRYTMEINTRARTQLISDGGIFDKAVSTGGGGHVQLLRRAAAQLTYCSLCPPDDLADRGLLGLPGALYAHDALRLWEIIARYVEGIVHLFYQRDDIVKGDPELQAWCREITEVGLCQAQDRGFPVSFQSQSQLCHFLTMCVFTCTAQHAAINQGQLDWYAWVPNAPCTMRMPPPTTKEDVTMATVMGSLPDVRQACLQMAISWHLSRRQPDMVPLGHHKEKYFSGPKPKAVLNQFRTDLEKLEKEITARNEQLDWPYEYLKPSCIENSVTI
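Hydroperoxide product was detected by ferrous iron/xylenol orange as the 573 to 405 nm absorbance ratio. Arachidonic acid at 40 uM (final) was turned over for 30 min at room temperature by 150 nM human 12hLO, pH 7.0 Hepes buffer, after 15 min compound preincubation.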
RGS4 inhibitor = inhibitors of human regulator of G protein signaling 4; 390,000 compounds, 0.039% hits; P49798; Potency, µM (top dose mostly 114 µM), inactives show top-dose activity change, negative = inhibition, usual class: inhibitors; Transcreener GDP fluorescence polarization, RGS4-accelerated GTP hydrolysis; note: nearly all actives have a fitted effect of over 75% in size; some results filed as inactive show a strong effect at the top dose
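MLSMR compounds (23 nl, pin-transferred) preincubated 10 min at room temperature with a 500nM (2x) first reagent, then RGS4 at 900nM (2x) plus Transcreener GDP mix added; fluorescence polarization (620/688 nm) read before and after 90 min at 30 °C.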
TrxR1 inh = blocks rat thioredoxin reductase 1; 390,000 compounds, 1% hits; recombinant rTrxR1, NADPH fluorescence consumption, selenite substrate; AID 588453; Potency, µM (titrated, usually from 114 µM), without a hit: top-dose activity change, negative = inhibition, actives largely listed as inhibitors; note: nearly all actives have a fitted effect of over 65% in size
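Rat TrxR1 (90 nM in the dispensed reagent) was pre-reduced with 400 uM NADPH for 5 min at room temperature, then incubated with compound for 15 min. After 400 uM selenite was added, NADPH fluorescence (Ex 340/Em 450 nm) was followed for 8 min.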
Active calls of the source: *; i = inactive; ? = inconclusive; / = not tested or not shown; [ ] = another dose, or the depositor's remark. Calls come from the whole dose curve; as a rule, active = well fitted curve in the direction sought with a large enough effect; inconclusive = small, poorly fitted or top-dose-only effect, or another doubt; inactive = no such curve, though single readings can be large; an effect the other way counts as inactive or inconclusive. % is set by controls: 0 for no effect and ±100 for the full control effect; potency is the fitted concentration of half-maximal effect.

Compound | Tb PGK inh | GLS inhibitor | ALOX12 inh | RGS4 inhibitor | TrxR1 inh
NC(Cc1ccc(F)cc1)c1csc(Nc2ncccn2)n1 (stereo not drawn) | / | 10% | 6% | / | /
Oc1cc(Cl)c(Cl)cc1Cl | / | 36%[activator] | ? | / | /
O=c1[nH]c2ccccc2n1C1CCN(C(c2nnnn2C2CCCC2)C2CC2)CC1 (stereo not drawn) | / | 22% | 2% | / | /
CC(C)NCC(O)c1ccc([N+](=O)[O-])cc1 (stereo not drawn) | / | 1% | 1% | / | /
O=C(Nc1ccc(C(=O)O)cc1)Oc1ccc(N(CCCl)CCCl)cc1 | / | 84%[activator] | ? | / | /
COP(=O)(OC)OC=C(Cl)Cl | / | -4% | -17% | / | /
COc1ccc(C(c2nnnn2Cc2ccccc2)N2CCC(n3c(=O)[nH]c4ccccc43)CC2)cc1 (stereo not drawn) | / | 0% | ? | / | /
O=C(CCc1ccccc1)N1Cc2cc(N3CCCCC3)ccc2-n2nncc2C1 | / | 28% | -14% | / | /
CCOC(=O)[C@]12Cc3c(cc(OC)c(OC)c3OC)[C@H]1N(C)C(=O)c1ccccc12 | / | 11% | 92%[activator] | / | /
OCCCBr | / | 1%[99.4 µM] | ? | / | /
COc1cccc(C(c2nnnn2C(C)(C)C)N2CCC3(CC2)C(=O)NCN3c2ccccc2)c1OC (stereo not drawn) | / | 4% | -12% | / | /
CCOC(=O)CNC(=O)N1Cc2ccc(Br)cc2-n2nncc2C1 | / | 2% | 0% | / | /
COc1ccc(-n2nnnc2C(c2cccc3ccccc23)N2CCC(n3c(=O)[nH]c4ccccc43)CC2)cc1 (stereo not drawn) | / | 0% | ? | / | /
O=S1(=O)NCC2(CC2)CN1Cc1ccccc1 | / | -4% | -9% | / | /
CSCCC(c1nnnn1-c1c(C)cccc1C)N1CCC2(CC1)C(=O)NCN2c1ccccc1 (stereo not drawn) | / | 20% | -2% | / | /
Cc1nc(-c2cccc(CN(C)C(=O)Oc3ccc([N+](=O)[O-])cc3)c2)no1 | / | 0% | -19% | / | /
O=c1[nH]c2ccccc2n1C1CCN(C(CCc2ccccc2)c2nnnn2C2CCCC2)CC1 (stereo not drawn) | / | -11% | -25% | / | /
CCOC(=O)CNC(=O)N1Cc2cc(-c3cccc(F)c3)ccc2-n2nncc2C1 | / | 2% | -19% | / | /
O=c1[nH]c2ccccc2n1C1CCN(C(c2ccccc2OC(F)(F)F)c2nnnn2Cc2ccccc2)CC1 (stereo not drawn) | / | 1% | -17% | / | /
COc1nc2ccccc2nc1N1CC1 | / | -3% | ? | / | /
OCC1OC(n2cnc3cc(Cl)c(Cl)cc32)C(O)C1O (stereo not drawn) | / | 6% | 7% | / | /
CCOC(=O)[C@]12Cc3cc(C)ccc3[C@H]1N(C1CCCCC1)C(=O)c1cc(OC)ccc12 | / | 87%[activator] | -71% | / | /
CC(C)CN1Cc2cc(-c3ccccc3)ccc2-n2nncc2C1 | / | 9% | -42% | / | /
O=S(=O)(c1cc(Cl)cc(Cl)c1)N1Cc2cc(-c3ccccc3)ccc2-n2nncc2C1 | / | 1% | -5% | / | /
CCC(C(N)=O)N1CCCC1=O (stereo not drawn) | / | -14% | 8% | / | /
c1cc2c(c(N3CCNCC3)c1)OCCO2 | / | 12% | -2%[22.9 µM] | / | /
CCS(=O)(=O)C(C)(C)S(=O)(=O)CC | / | 2% | -12%[22.9 µM] | / | /
CCOC(=O)[C@]12Cc3ccccc3[C@H]1N(Cc1ccccc1)C(=O)c1cc(F)c(F)cc12 | / | ? | -24% | / | /
Cc1cccc(C)c1-n1nnnc1C(c1ccnc2ccccc12)N1CCC2(CC1)C(=O)NCN2c1ccccc1 (stereo not drawn) | / | 7% | ? | / | /
CC(C)(C)C(=O)N1Cc2cc(-c3ccccc3)ccc2-n2nncc2C1 | / | -4% | -9% | / | /
COc1ccc(C(c2nnnn2-c2c(C)cccc2C)N2CCC3(CC2)C(=O)NCN3c2ccccc2)cc1 (stereo not drawn) | / | 11% | -23% | / | /
CCOC(=O)[C@]12Cc3cc(C)ccc3[C@H]1N(C(C)C)C(=O)c1ccccc12 | / | 25% | ? | / | /
O=C1NCN(c2ccccc2)C12CCN(C(CCc1ccccc1)c1nnnn1C1CCCCC1)CC2 (stereo not drawn) | / | -7% | -16% | / | /
C[C@]12CC[C@@H]3c4ccc(OC(=O)N(CCCl)CCCl)cc4CC[C@H]3[C@@H]1CC[C@@H]2OP(=O)(O)O | / | 3% | 22µM* | / | /
CCC(c1nnnn1C(C)(C)C)N1CCC2(CC1)C(=O)NCN2c1ccccc1 (stereo not drawn) | / | -3% | ? | / | /
O=C1NCN(c2ccccc2)C12CCN(C(c1ccnc3ccccc13)c1nnnn1-c1ccc3c(c1)OCCO3)CC2 (stereo not drawn) | / | -2% | -14% | / | /
CCOC(=O)C12C(=O)OCC1C2c1ccccc1 (stereo not drawn) | / | 2% | 18% | / | /
CCOC(=O)[C@]12Cc3ccccc3[C@H]1N(CCC(=O)OC)C(=O)c1cc(OC)ccc12 | / | ? | ? | / | /
CSCCC(c1nnnn1-c1ccc2c(c1)OCCO2)N1CCC(n2c(=O)[nH]c3ccccc32)CC1 (stereo not drawn) | / | 11% | -29% | / | /
Cc1cccc(C)c1-n1nnnc1C(c1cc2ccccc2o1)N1CCC(n2c(=O)[nH]c3ccccc32)CC1 (stereo not drawn) | / | -5% | -29% | / | /
N[C@@H](Cn1ccc(=O)c(O)c1)C(=O)O | / | / | ? | 17%[56.9 µM] | 21%[57.1 µM]
Oc1ccc2c3c1O[C@H]1c4[nH]c5ccccc5c4C[C@@]4(O)C(C2)N(CC2CC2)CCC314 (stereo partly drawn) | / | / | 1% | ? | 18%[57.1 µM]
NCC(CP(=O)(O)O)c1ccc(Cl)cc1 (stereo not drawn) | / | / | 6% | -1%[56.9 µM] | 16%[57.1 µM]
C=CCN1CCc2cccc3c2C1Cc1ccc(O)c(O)c1-3 (stereo not drawn) | / | / | ? | ? | ?
CC[C@H](CO)Nc1nc(NCc2ccccc2)c2ncn(C(C)C)c2n1 | / | / | -11% | 440%[activator][56.9 µM] | 2%[57.1 µM]
CC(=O)[C@H]1CCC2C3CC[C@H]4C[C@H](O)CC[C@]4(C)C3CC[C@@]21C (stereo partly drawn) | / | / | 13% | ? | 8%[57.1 µM]
CC(=O)[C@H]1CCC2C3CC=C4C[C@@H](OS(=O)(=O)O)CC[C@]4(C)C3CC[C@@]21C (stereo partly drawn) | / | / | 27% | ? | 25%[57.1 µM]
O=C1NCN(c2ccccc2)C12CCN(CCCOc1ccc(F)cc1)CC2 | / | 22% | ? | ? | /
O=[N+]([O-])c1ccc(N(CCO)CCO)c2c1no[n+]2[O-] | -25% | 5% | -7% | / | /
C[C@@H]1CN([C@@H](C)CO)C(=O)CCCn2cc(nn2)CO[C@H]1CN(C)C(=O)Oc1cccc2ccccc12 | -6% | -7% | 2% | / | /

Overlap with the part before: 4 entries, then new ones.
Compound | Tb PGK inh | GLS inhibitor | ALOX12 inh | RGS4 inhibitor | TrxR1 inh
CC(=O)[C@H]1CCC2C3CC=C4C[C@@H](OS(=O)(=O)O)CC[C@]4(C)C3CC[C@@]21C (stereo partly drawn) | / | / | 27% | ? | 25%[57.1 µM]
O=C1NCN(c2ccccc2)C12CCN(CCCOc1ccc(F)cc1)CC2 | / | 22% | ? | ? | /
O=[N+]([O-])c1ccc(N(CCO)CCO)c2c1no[n+]2[O-] | -25% | 5% | -7% | / | /
C[C@@H]1CN([C@@H](C)CO)C(=O)CCCn2cc(nn2)CO[C@H]1CN(C)C(=O)Oc1cccc2ccccc12 | -6% | -7% | 2% | / | /
C#C[C@]1(O)CC[C@H]2[C@@H]3[C@H](O)C[C@H]4C[C@@H](O)CC[C@]4(C)[C@H]3CC[C@@]21C | i | 0% | 13% | / | /
CC(C)COC(=O)N1Cc2ccccc2-n2nncc2C1 | 4% | 3% | -28% | / | /
C[C@@H]1CN([C@H](C)CO)C(=O)CCCn2nncc2CO[C@@H]1CN(C)C(=O)Oc1cccc2ccccc12 | -6% | -13% | -6% | / | /
O=C(C1CCCCC1)N1Cc2ccccc2-n2nncc2C1 | 2% | 0% | -4% | / | /
C[C@@H]1CN([C@H](C)CO)C(=O)CCCn2nncc2CO[C@H]1CN(C)C(=O)Oc1cccc2ccccc12 | i | -7% | 76%[activator] | / | /
C[C@]12CC[C@@H](O)CC1=CCC1C2CC[C@@]2(C)C1CC[C@@H]2O (stereo partly drawn) | i | 1% | ? | / | /
C[C@]1(O)CCC2C3CC[C@H]4C[C@@H](OC(=O)[C@@H](N)CCCCN)CC[C@]4(C)C3CC[C@@]21C (stereo partly drawn) | i | -2% | ? | / | /
c1ccc(N2[C@@H]3CC[C@H]2c2ccccc2C3)cc1 | 7% | 4% | -2% | / | /
COc1ccc(C2C=C(C)Oc3c2c(=O)oc2ccccc32)cc1OC (stereo not drawn) | i | 10% | ? | / | /
O=C1OCCC1C(=O)c1ccccc1 (stereo not drawn) | i | -1% | 14% | / | /
Oc1ccc(CCNCc2cc3c(cc2Br)OCO3)cc1 | -3% | 22% | -3% | / | /
O=C1C(Br)C2CCC1C2C(=O)O (stereo not drawn) | -6% | -2% | ? | / | /
C[C@@H]1CN([C@@H](C)CO)C(=O)CCCn2nncc2CO[C@H]1CN(C)C(=O)Nc1ccc(N2CCCCC2)cc1 | 7% | 11% | -1% | / | /
c1ccc(C2(NC3=NCCO3)CCCCC2)cc1 | 3% | 0% | -1% | / | /
COc1ccc(CCNCc2cc(OC)cc(OC)c2)cc1 | 7% | 2% | ? | / | /
CN1CCCC2c3ccccc3CCC21 (stereo not drawn) | -3% | -5% | ? | / | /
COc1ccc(C2C3C=CC(C3)C2C(=O)O)cc1 (stereo not drawn) | 5% | -1% | -7% | / | /
c1ccc(CN2Cc3ccccc3-n3nncc3C2)nc1 | 1% | 4% | 0% | / | /
CNC(=O)Oc1c(C)[nH]ccc1=O | -1% | 20% | 13% | / | /
COC(=O)N1Cc2ccccc2-n2nncc2C1 | -7% | -4% | 2% | / | /
CC1(C)CC(=O)CC(C)(C)N1O | 1% | -1% | 6% | / | /
CN1C(=O)CN=C(c2ccc[nH]2)c2cc(Cl)ccc21 (tested in a mixture with another compound) | -6% | 3% | 10% | / | /
Cc1ccc(OC(=O)N(C)C[C@@H]2OCc3cnnn3CCCC(=O)N([C@@H](C)CO)C[C@H]2C)cc1 | -2% | -10% | -15% | / | /
O=C1C=C(N2CC2)c2ccccc2C1=O | -29% | ? | ? | / | /
c1ccc2c(c1)CN(Cc1ccc3c(c1)OCO3)Cc1cnnn1-2 | 0% | 12% | -8% | / | /
Cc1ccc2c(c1)Oc1ccccc1N=C2 | 1% | 1% | -18% | / | /
CC(C)C1C(C#N)=C(N)Oc2c1c(=O)oc1ccccc21 (stereo not drawn) | -4% | -4% | -7% | / | /
CCOC(=O)C1(c2ccccc2)CCN(CCC(=O)Nc2ccc(OC)cc2)CC1 | 8% | 2% | -8% | / | /

Sorted by heavy-atom count (smallest number first): 3 of the compounds above.
Compound | Tb PGK inh | GLS inhibitor | ALOX12 inh | RGS4 inhibitor | TrxR1 inh
O=C1C(Br)C2CCC1C2C(=O)O (stereo not drawn) | -6% | -2% | ? | / | /
CNC(=O)Oc1c(C)[nH]ccc1=O | -1% | 20% | 13% | / | /
C[C@@H]1CN([C@H](C)CO)C(=O)CCCn2nncc2CO[C@H]1CN(C)C(=O)Oc1cccc2ccccc12 | i | -7% | 76%[activator] | / | /

Not all compounds are listed; rates above refer to the full screens.
